Compound activity from PubChem.
SKKanGAS inh = inhibitors of SKKanGAS S. pyogenes growth in kanamycin (SK-promoter or general growth effect) | inhibition, % at 7.5 µM | BacTiter-Glo, 6 h | actives 1.3% (n = 300,000);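 active = mean replicate score, as percent of positive control median, at least 50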;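 note: strain carries kanamycin resistance gene driven by streptokinase promoter and grows in 40 µg/ml kanamycin; loss of luminescence reflects streptokinase promoter inhibition or plain growth inhibition; 0% = median of DMSO wells and 100% = positive control at its reference dose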
aSyn 5UTR inh = MLPCN primary screen, SNCA 5' untranslated region. alpha-synuclein 5'UTR reporter, inhibitor activity. inhibition, % (tested at 7.5 µM). actives 0.82% (n = 300,000). AID 1813; in the data active = inhibition above about 60%;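 note: H4 neuroglioblastoma cells stably carrying SNCA 5'UTR luciferase fusion; 0% = DMSO wells and 100% = positive control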
AI-2 QS modul = modulators of Vibrio harveyi AI-2 quorum sensing system. Vibrio harveyi JMH597 AI-2 luminescence/OD600 ratio, 9 h; stronger effect = lower value; strain lacks LuxN and CqsS sensors; 0 = neutral-control median. actives 0.4% (n = 300,000). activity change, % at 7.5 µM; in the data active = activity change below about -75%, passing the limit was not always enough;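 note: luminescence divided by OD600 gain over 9 h not by final OD600 alone; inactives centre near 13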
IEC-6 cytotox = kills IEC-6 intestinal cells in KLF5 counter-screen; IEC-6 cytotoxicity, luminescence viability; AID 1825; actives 0.78% (n = 290,000); inhibition, % at 5 µM; in the data active = inhibition above about 22%;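 note: 0% = plate median of test compound wells and 100% = cytotoxic reference compound wells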
HSP90 refold inh = blocks HSP90-mediated luciferase refolding in reticulocyte lysate | actives 0.91% (n = 290,000) | Rabbit reticulocyte lysate, luciferase refolding luminescence, 3 h | inhibition, % at 5.6 µM;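 active = inhibition above the screen-wide mean plus 3 SD, computed separately per campaign, cut at about 16% in these data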;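 note: 0% = DMSO wells and 100% = 60 µM geldanamycin wells; inhibitors lower the luminescence because luciferase stays unfolded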
HSF1 activator = increases HSF-1 driven luciferase reporter signal. activation, % at 9 µM. NIH3T3-HGL HSF-1 luciferase reporter, MG132, 8 h; 100% = twice DMSO control signal. actives 1.7% (n = 300,000);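 active = mean replicate activation of at least 50% with a set share of replicates each reaching 50%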;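 note: 0% = median of the neutral control wells and 100% = twice that signal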
HSF1 inhib = HSF1 inhibition; AID 2098; activity change, negative = inhibition, % at 7.5 µM (by protocol); NIH3T3-HGL HSE-luciferase, MG132-induced, luminescence 8 h; stronger effect = lower value; actives 0.77% (n = 300,000);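 active = more than half of replicate wells show activity change below -50%, luminescence cut by over half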;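 note: luciferase reports HSF-1 transcriptional activity via heat shock element; 0% = median of DMSO wells and -100% = zero luminescence signal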
KLF5 inh = suppresses KLF5 promoter-driven expression | DLD-1 KLF5 promoter-luciferase reporter, luminescence | inhibition, % at 5 µM | actives 0.23% (n = 290,000);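 active = inhibition above a per-plate limit of that plate's mean compound inhibition plus 3 SD, cut at about 60% in these data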;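 note: 0% = DMSO wells and 100% = LY294002 at 200 µM; higher means less KLF5 promoter-driven luciferase light; inactives centre near -14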
Platelet DG rel = modulates dense granule release in human platelets; human platelet-rich plasma, SFLLRN dense granule ATP release, luminescence; inhibition, %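 (compounds screened at 7.5 µM in platelet-rich plasma)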; actives 0.22% (n = 300,000);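 active = mean replicate score, as percent of positive control, at or above 50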
HIF activator = HIF pathway transcriptional activation; U2OS HRE-luciferase reporter, luminescence; normalized: DMSO 0%, desferrioxamine 100%; activation, % at 7.5 µM (by protocol); actives 0.32% (n = 300,000);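 active = mean activation of at least 10% of the iron chelator positive control signal, with at least half of replicates also reaching 10%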
* hit, by the source's call. An unsorted share of the library; overall some 6% were active at least once.

Results for O=C(CC1CCCCC1)N1CCN(c2ccccn2)CC1 ?
SKKanGAS inh: -1; aSyn 5UTR inh: -10; AI-2 QS modul: 26; IEC-6 cytotox: 11; HSP90 refold inh: 2; HSF1 activator: 5; HSF1 inhib: -5; KLF5 inh: -25; Platelet DG rel: -1; HIF activator: 0.3

How did Cc1cc2cc(CCNC(=O)c3c(-c4ccccc4Cl)noc3C)c(=O)[nH]c2cc1C do in these assays?
SKKanGAS inh: -3; aSyn 5UTR inh: -6; AI-2 QS modul: -2; IEC-6 cytotox: -3; HSP90 refold inh: 1; HSF1 activator: 8; HSF1 inhib: -1; KLF5 inh: 9; Platelet DG rel: -1; HIF activator: -0.2

Results for COCCNC(=O)c1ccc(N2CC3CC(C2)c2cccc(=O)n2C3)c(NC(=O)c2ccc(Br)o2)c1 (stereo unspecified) ?
SKKanGAS inh: 0; aSyn 5UTR inh: 9; AI-2 QS modul: 15; IEC-6 cytotox: 4; HSP90 refold inh: 7; HSF1 activator: -5; HSF1 inhib: 3; KLF5 inh: 1; Platelet DG rel: 11; HIF activator: 0.0

Results for CCOC(=O)c1cnc(-n2nc(C)cc2C)nc1N1CC(C)OC(C)C1 (stereo unspecified) ?
SKKanGAS inh: 26; aSyn 5UTR inh: 9; AI-2 QS modul: 40; IEC-6 cytotox: -3; HSP90 refold inh: 0; HSF1 activator: -18; HSF1 inhib: -5; KLF5 inh: -37; Platelet DG rel: -2; HIF activator: 0.9

What do the screens show for `CCC1(C)CC(C(N)=S)CCO1` (stereo unspecified)?
SKKanGAS inh: 26; aSyn 5UTR inh: -13; AI-2 QS modul: 4; IEC-6 cytotox: 0; HSP90 refold inh: 1; HSF1 activator: -6; HSF1 inhib: 4; KLF5 inh: 2; Platelet DG rel: 3; HIF activator: 0.0

How did Cc1sc2ncn(CC(=O)N3CCN(c4ccccn4)CC3)c(=O)c2c1S(=O)(=O)N1CCC(C)CC1 do in these assays?
SKKanGAS inh: -5; aSyn 5UTR inh: 4; IEC-6 cytotox: -1; HSP90 refold inh: -4; HSF1 activator: 2; HSF1 inhib: -2; KLF5 inh: 4; Platelet DG rel: 5; HIF activator: -0.7

Results for O=c1cc(O)c2ccccc2n1Cc1ccccc1Cl ?
SKKanGAS inh: -3; aSyn 5UTR inh: 28; AI-2 QS modul: 24; IEC-6 cytotox: 2; HSP90 refold inh: 1; HSF1 activator: -21; HSF1 inhib: -6; KLF5 inh: -33; Platelet DG rel: 3; HIF activator: -0.1

What do the screens show for `COc1ccc(NC(=O)NC(=O)c2ccccc2)cc1`?
SKKanGAS inh: -3; aSyn 5UTR inh: -221; AI-2 QS modul: 19; IEC-6 cytotox: 0; HSP90 refold inh: -3; HSF1 activator: 39; HSF1 inhib: 22; KLF5 inh: -152; Platelet DG rel: 20; HIF activator: 4.3

What do the screens show for `Cc1cc(=O)oc2cc(Oc3ccc(C(N)=O)cc3[N+](=O)[O-])ccc12`?
SKKanGAS inh: 3; aSyn 5UTR inh: -25; AI-2 QS modul: 18; IEC-6 cytotox: 1; HSP90 refold inh: 0; HSF1 activator: -11; HSF1 inhib: -10; KLF5 inh: -27; Platelet DG rel: 1; HIF activator: 0.2

What do the screens show for `CC(CNC(=O)CN1C(=O)c2cccnc2Oc2ccc(Cl)cc21)c1ccccc1` (stereo unspecified)?
SKKanGAS inh: 2; aSyn 5UTR inh: -5; AI-2 QS modul: 11; IEC-6 cytotox: -1; HSP90 refold inh: -1; HSF1 activator: 14; HSF1 inhib: 0; KLF5 inh: -11; Platelet DG rel: 8; HIF activator: 0.0

Results for COC(=O)NNC(=O)c1cccc(C)c1 ?
SKKanGAS inh: 2; aSyn 5UTR inh: 16; AI-2 QS modul: 7; IEC-6 cytotox: 3; HSP90 refold inh: -1; HSF1 activator: -17; HSF1 inhib: 7; KLF5 inh: -19; Platelet DG rel: 4; HIF activator: 0.0

What do the screens show for `COc1ccccc1C(=O)NCC(=O)Nc1cccnc1`?
SKKanGAS inh: 0; aSyn 5UTR inh: 9; AI-2 QS modul: 9; IEC-6 cytotox: -1; HSP90 refold inh: -1; HSF1 activator: 12; HSF1 inhib: -3; KLF5 inh: -10; Platelet DG rel: -1; HIF activator: -0.6

How did Cc1cccc(NC(NC(=O)Cc2ccccc2)C(Cl)(Cl)Cl)c1 (stereo unspecified) do in these assays?
SKKanGAS inh: -2; aSyn 5UTR inh: -12; AI-2 QS modul: 22; IEC-6 cytotox: 6; HSP90 refold inh: -1; HSF1 activator: 6; HSF1 inhib: -12; KLF5 inh: 7; Platelet DG rel: -5; HIF activator: -0.2

Results for Cc1ccc(S(=O)(=O)Oc2ccc(/C=C3\C(=N)N4N=C(S(C)(=O)=O)SC4=NC3=O)cc2)cc1 ?
SKKanGAS inh: 25; aSyn 5UTR inh: -11; AI-2 QS modul: 26; IEC-6 cytotox: -3; HSP90 refold inh: -1; HSF1 activator: -4; HSF1 inhib: -7; KLF5 inh: 7; Platelet DG rel: -8; HIF activator: 0.4

What do the screens show for `O=C(c1ccc(COc2ccc3ccccc3c2)o1)N1N=C(C(F)F)CC1(O)C(F)F` (stereo unspecified)?
SKKanGAS inh: 5; aSyn 5UTR inh: 7; AI-2 QS modul: 20; IEC-6 cytotox: 2; HSP90 refold inh: 9; HSF1 activator: 25; HSF1 inhib: 18; KLF5 inh: -33; Platelet DG rel: -1; HIF activator: -0.4

How did Cc1ccc(-n2ncc(C(=O)Nc3ccc(Cl)cc3)c2C2CCNCC2)cc1C do in these assays?
SKKanGAS inh: -8; aSyn 5UTR inh: 20; AI-2 QS modul: 7; IEC-6 cytotox: 8; HSP90 refold inh: -1; HSF1 activator: -15; HSF1 inhib: -5; KLF5 inh: -32; Platelet DG rel: -9; HIF activator: -0.5

How did Cc1ccc(OCCNC(=O)/C=C/c2ccco2)cc1C do in these assays?
SKKanGAS inh: -1; aSyn 5UTR inh: -24; AI-2 QS modul: 3; IEC-6 cytotox: 0; HSP90 refold inh: -4; HSF1 activator: 7; HSF1 inhib: 3; KLF5 inh: -24; Platelet DG rel: 1; HIF activator: 0.0

How did Cc1cccc(Nc2nnc(SCC(=O)Nc3ccc(C(=O)O)cc3)s2)c1 do in these assays?
SKKanGAS inh: 3; aSyn 5UTR inh: 33; AI-2 QS modul: 23; IEC-6 cytotox: 0; HSP90 refold inh: 4; HSF1 activator: -43; HSF1 inhib: -27; KLF5 inh: 13; Platelet DG rel: 14; HIF activator: 0.1

How did Cc1ccc(NC(=O)CSc2nn(-c3ccccc3)c(=S)s2)cc1S(=O)(=O)N(C)C do in these assays?
SKKanGAS inh: 3; aSyn 5UTR inh: -15; AI-2 QS modul: 13; IEC-6 cytotox: 7; HSP90 refold inh: 2; HSF1 activator: 47; HSF1 inhib: 15; KLF5 inh: 1; Platelet DG rel: 4; HIF activator: -0.5

What do the screens show for `Cc1ccc(C(CC(=O)O)Nc2nc(N3CCOCC3)nc(N3CCOCC3)n2)cc1` (stereo unspecified)?
SKKanGAS inh: 2; aSyn 5UTR inh: -12; AI-2 QS modul: 15; IEC-6 cytotox: 2; HSP90 refold inh: 6; HSF1 activator: -8; HSF1 inhib: -3; KLF5 inh: -15; Platelet DG rel: 9; HIF activator: 0.1

What do the screens show for `O=C(COc1ccccc1Cl)Nc1ccc(S(=O)(=O)N2CCOCC2)cc1`?
SKKanGAS inh: 3; aSyn 5UTR inh: -8; AI-2 QS modul: -59; IEC-6 cytotox: -6; HSP90 refold inh: -4; HSF1 activator: -14; HSF1 inhib: 1; KLF5 inh: 6; Platelet DG rel: 7; HIF activator: -0.2

What do the screens show for `O=C(c1cccnc1)N1CCN(c2ccc([N+](=O)[O-])cc2Cl)CC1`?
SKKanGAS inh: -10; aSyn 5UTR inh: -10; AI-2 QS modul: 4; IEC-6 cytotox: 2; HSP90 refold inh: 6; HSF1 activator: 7; HSF1 inhib: -3; KLF5 inh: -10; Platelet DG rel: -9; HIF activator: -0.3

Results for CN(C)S(=O)(=O)Oc1ccc(Cl)cc1C(=O)Nc1ccc(F)cc1F ?
SKKanGAS inh: 9; aSyn 5UTR inh: 30; AI-2 QS modul: -7; IEC-6 cytotox: 5; HSP90 refold inh: 3; HSF1 activator: -20; HSF1 inhib: -9; KLF5 inh: -18; Platelet DG rel: -2; HIF activator: 0.2

What do the screens show for `CN(C)c1nc(Oc2ccc(N)cc2)nc(N(C)C)n1`?
SKKanGAS inh: 6; aSyn 5UTR inh: 20; AI-2 QS modul: 19; IEC-6 cytotox: 2; HSP90 refold inh: -1; HSF1 activator: -1; HSF1 inhib: 1; KLF5 inh: -14; Platelet DG rel: -5; HIF activator: 0.1

Results for COC(=O)c1cc(OC)c(OC)cc1NC(=O)CC1CCCCC1 ?
SKKanGAS inh: -8; aSyn 5UTR inh: 29; AI-2 QS modul: 13; IEC-6 cytotox: -8; HSP90 refold inh: 0; HSF1 activator: -6; HSF1 inhib: 0; KLF5 inh: -13; Platelet DG rel: 0; HIF activator: -0.4

How did COc1cc(NC(=O)c2ccco2)c(OC)cc1NC(=O)Nc1ccccc1Cl do in these assays?
SKKanGAS inh: 4; aSyn 5UTR inh: 25; AI-2 QS modul: 17; IEC-6 cytotox: 7; HSP90 refold inh: 1; HSF1 activator: -8; HSF1 inhib: -7; KLF5 inh: -14; Platelet DG rel: 8; HIF activator: -0.3

How did CC(C)CC(=O)NC(=S)N(Cc1ccccc1)Cc1ccccc1 do in these assays?
SKKanGAS inh: 54*; aSyn 5UTR inh: 12; AI-2 QS modul: 14; IEC-6 cytotox: 6; HSP90 refold inh: 6; HSF1 activator: 21; HSF1 inhib: 0; KLF5 inh: -9; Platelet DG rel: -4; HIF activator: -0.2

What do the screens show for `COc1ccccc1OCCCOc1ccc([N+](=O)[O-])cc1Cl`?
SKKanGAS inh: 7; aSyn 5UTR inh: -119; AI-2 QS modul: 1; IEC-6 cytotox: 2; HSP90 refold inh: -3; HSF1 activator: 65*; HSF1 inhib: 57; KLF5 inh: -72; Platelet DG rel: 2; HIF activator: 3.1

Results for Cc1cc(=O)[nH]c(SCC(=O)Nc2nc3ccccc3s2)n1 ?
SKKanGAS inh: 3; aSyn 5UTR inh: -24; AI-2 QS modul: 29; IEC-6 cytotox: 4; HSP90 refold inh: 4; HSF1 activator: -4; HSF1 inhib: 1; KLF5 inh: -11; Platelet DG rel: 4; HIF activator: 1.3

Results for Cc1nc2c(=O)[nH]c3ccccc3c2o1 ?
SKKanGAS inh: -3; aSyn 5UTR inh: 8; AI-2 QS modul: 22; IEC-6 cytotox: 2; HSP90 refold inh: -1; HSF1 activator: -11; HSF1 inhib: -1; KLF5 inh: -8; Platelet DG rel: 1; HIF activator: 0.8

How did COc1ccc(N2C(=O)C(CC(=O)Nc3ccccc3)N(Cc3ccc(OC)c(OC)c3)C2=O)cc1 (stereo unspecified) do in these assays?
SKKanGAS inh: 3; aSyn 5UTR inh: -1; AI-2 QS modul: 20; IEC-6 cytotox: -3; HSP90 refold inh: -3; HSF1 activator: 2; HSF1 inhib: 9; KLF5 inh: -33; Platelet DG rel: 0; HIF activator: 0.2

How did O=C(CSc1nnc(NC(=O)c2ccccc2F)s1)NCC1CCCO1 (stereo unspecified) do in these assays?
SKKanGAS inh: -1; aSyn 5UTR inh: -72; AI-2 QS modul: 15; IEC-6 cytotox: 1; HSP90 refold inh: 4; HSF1 activator: 11; HSF1 inhib: 7; KLF5 inh: -105; Platelet DG rel: 28; HIF activator: 1.3
